Screens deposited in PubChem by several laboratories.
Yeast life ext – compounds extending yeast replicative lifespan, primary screen, S. cerevisiae, OD615; S. cerevisiae growth with nicotinamide; deaD strain in restrictive glucose medium; inhibition of the nicotinamide effect, % at 10 µM; hit rate 0.68% among 130,000; AID 775, 2007;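 active = inhibition above a set limit, placed 3 SD over the median of all compounds, cut at about 26% in these data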;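 note: 0% = nicotinamide-treated wells and 100% = cells grown without nicotinamide; some compounds called inactive have numbers as strong as hits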
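System: DeaD-strain S. cerevisiae / Buffer or medium: CSMM-D, restrictive glucose (dextrose) synthetic minimal medium / Probe or stimulus: nicotinamide, 1.5 mM, co-present with compound / Compound: one concentration, 10 µM, DMSO 0.25% / Incubation: 48 h compound exposure at 30 °C, humidified / Technique: optical density (absorbance) at 615 nm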
bCat KO growth – primary screen for growth suppressors in beta-catenin knockout HCT116 cells (colon tumor, human) | HCT116 beta-catenin knockout viability, CellTiter-Glo, 60 h; stronger effect = lower value | hit rate 1.5% among 140,000 | viability, % at 10 µM | AID 818, 2007;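 active = viability at or under a set limit, the compound median less 4 SD, cut at about 6% in these data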;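 note: 0% = Hyamine 1622 control at 20 µM and 100% = untreated cell control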
E-sel TNF inh – E-selectin induction blockers in HUVEC – imaging, immunofluorescence, high content, primary screen; HUVEC TNFa-induced E-selectin immunofluorescence; inhibition, % at 2 µM; hit rate 0.71% among 120,000; AID 1246, 2008;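 active = inhibition above the batch mean plus 3 SD, and confirmed as a hit on visual image review, cut at about 43% in these data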;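 note: 0% = TNF-stimulated DMSO wells and 100% = unstimulated control wells; not every result past the cut was called active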
HCT116 PTEN-null – growth suppression of PTEN-null HCT116, primary screen, cell-based, CellTiter-Glo | HCT116 PTEN-null viability, 60 h; stronger effect = lower value | AID 827, 2007 | hit rate 1.2% among 140,000 | viability, % at 10 µM;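 active = viability at or below a set limit, 4 SD under the median of all tested compounds, cut at about 3.7% in these data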;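 note: PTEN knockout HCT116 line with beta catenin targeted HCT116 as companion control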
NPY Y2 blocker – NPY-Y2 receptor antagonists, primary screen, cell-based; AID 793, 2007; NPY-Y2 expressing cells, antagonist mode; inhibition, % at 2.7 µM; hit rate 0.99% among 140,000; in the data active = inhibition above about 17%;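 note: 0% = vehicle with agonist challenge and 100% = reference antagonist with challenge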
Target sequence (P49146 whole entry, looked up): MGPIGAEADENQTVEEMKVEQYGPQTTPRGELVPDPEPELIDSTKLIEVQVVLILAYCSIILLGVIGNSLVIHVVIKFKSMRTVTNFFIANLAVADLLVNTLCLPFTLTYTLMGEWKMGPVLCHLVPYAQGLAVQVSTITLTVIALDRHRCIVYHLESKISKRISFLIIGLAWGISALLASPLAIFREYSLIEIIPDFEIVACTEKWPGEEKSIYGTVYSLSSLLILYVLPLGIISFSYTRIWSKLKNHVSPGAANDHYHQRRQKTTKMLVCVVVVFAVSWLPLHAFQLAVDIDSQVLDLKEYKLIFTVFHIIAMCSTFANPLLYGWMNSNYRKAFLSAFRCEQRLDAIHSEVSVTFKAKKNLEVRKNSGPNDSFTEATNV
GALR2 blocker – GALR2 antagonists in receptor-expressing cells, primary screen; inhibition, % at 4 µM; hit rate 0.39% among 140,000; Galanin receptor type 2 (Homo sapiens), O43603; antagonist mode; AID 828, 2007; in the data active = inhibition above about 27%;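 note: cells stimulated with galanin 1-16 at roughly its EC80; 0% = agonist challenge control and 100% = basal control without agonist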
Target sequence (O43603 whole entry, looked up): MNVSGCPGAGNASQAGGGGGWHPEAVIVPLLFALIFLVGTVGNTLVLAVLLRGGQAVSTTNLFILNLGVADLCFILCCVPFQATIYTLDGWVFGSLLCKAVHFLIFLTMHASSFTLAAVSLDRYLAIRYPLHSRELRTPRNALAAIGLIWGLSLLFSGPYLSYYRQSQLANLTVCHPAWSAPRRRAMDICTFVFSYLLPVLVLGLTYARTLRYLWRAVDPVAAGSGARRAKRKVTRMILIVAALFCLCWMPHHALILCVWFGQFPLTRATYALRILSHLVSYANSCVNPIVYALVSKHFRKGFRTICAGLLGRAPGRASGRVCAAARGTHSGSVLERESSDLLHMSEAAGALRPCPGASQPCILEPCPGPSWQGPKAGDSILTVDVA
BB579 growth dn – growth inhibitors of yeast BB579 in restrictive medium, primary screen, yeast lifespan-shortening project, S. cerevisiae | AID 804, 2007 | hit rate 0.51% among 140,000 | OD615, 48 h | inhibition, % at 10 µM;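 active = inhibition above a set limit, 3 SD over the mean compound inhibition, cut at about 44% in these data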; note: inactives centre near -24
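Test system: S. cerevisiae DeaD strain BB579 yeast; Medium: restrictive CSMM-D medium; Compound: one dose, 10 µM compound with 0.25% DMSO; Incubation: 4 h cell preincubation, 48 h compound exposure, 30 °C humidified; Signal: OD at 615 nm; Benchmarks: amphotericin B at 10 µg/mL as positive control.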
MRP1 act – H69AR viability gain despite doxorubicin, primary screen, MRP-1 activator project, H69AR cells, CellTiter-Glo | hit rate 0.61% among 140,000 | AID 799, 2007 | viability rescue | viability increase, % at 10 µM;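 active = viability gain under doxorubicin at or above a set limit, the compound median plus 3 SD, cut at about 4.7% in these data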;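 note: MRP-1 overexpressing cells given doxorubicin 25 µM after compound pretreatment; 18-22 h compound pretreatment then 72 h with doxorubicin before readout; 0% = doxorubicin-only wells and 100% = vehicle-treated cells without doxorubicin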
Measles CPE – compounds protecting cells from measles virus cytopathic effect, primary screen, measles RdRp inhibitor project, single point, MLSMR library, absorbance; protection (pct of control), % at 4 µM; AID 841, 2007; Measles virus-infected cells, CPE protection; hit rate 1.5% among 140,000; in the data active = protection mostly above about 24%, no sharp cut-off; inactive = mostly below about 26%; note: some compounds called inactive have numbers as strong as hits
Phagocyt inh – inhibitors of macrophage phagocytosis, primary screen, imaging, J774A.1 cells, IgG beads; AID 1029, 2008; J774A.1 macrophage IgG-bead phagocytosis; inhibition, % at 5 µM; hit rate 0.07% among 110,000;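 active = inhibition above the mean of the plate negative controls plus 5 SD, cut at about 13% in these data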;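 note: phagocytic index as fraction of beads internalized from green versus red external bead signal; plate controls were DMSO negative control for no effect and cytochalasin-D positive control for full effect; some results beyond the cut were filed as inactive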
The depositor's hits bear a star.

`Cc1cc(C(=O)CN2C(=O)NC3(CCCC3)C2=O)c(C)n1-c1ccc2c(c1)OCO2` gave Yeast life ext 4, bCat KO growth 76, E-sel TNF inh 8, HCT116 PTEN-null 75, NPY Y2 blocker -4, GALR2 blocker 3, BB579 growth dn 14, MRP1 act -1.2, Measles CPE 12 and Phagocyt inh -9.
Screening O=C(COC(=O)c1cccnc1Nc1cccc(C(F)(F)F)c1)NCc1ccc2c(c1)OCO2 returned Yeast life ext -3, bCat KO growth 21, HCT116 PTEN-null 8, NPY Y2 blocker 0, GALR2 blocker 7, BB579 growth dn -34, MRP1 act -2.8 and Measles CPE 5.
For COC(=O)CN(C#N)c1nc(C)cc(C)n1 the results were Yeast life ext 6, bCat KO growth 97, HCT116 PTEN-null 97, NPY Y2 blocker 5, GALR2 blocker 6, BB579 growth dn -18, MRP1 act -1.0, Measles CPE 4 and Phagocyt inh -3.
For CC(=O)Nc1ccc(N2S(=O)(=O)c3ccccc3S2(=O)=O)cc1 the results were Yeast life ext -4, bCat KO growth 89, E-sel TNF inh -35, HCT116 PTEN-null 86, NPY Y2 blocker -1, GALR2 blocker -5, BB579 growth dn -14, MRP1 act -2.6, Measles CPE 22 and Phagocyt inh -2.
Screening COc1ccc(-n2c(Cc3cccn3C)nnc2SCC(=O)NCc2ccco2)cc1 returned Yeast life ext -3, bCat KO growth 92, E-sel TNF inh 5, HCT116 PTEN-null 86, NPY Y2 blocker -2, GALR2 blocker -6, BB579 growth dn -46, MRP1 act -3.2, Measles CPE 15 and Phagocyt inh 0.
`COC(=O)[C@@]1(Cc2ccc(OC)cc2)[C@H]2c3cc(C(=O)N4CCCC4)n(Cc4ccc(C)o4)c3C[C@H]2CN1C(=O)c1ccccc1` gave Yeast life ext 18, bCat KO growth 16, E-sel TNF inh 2, HCT116 PTEN-null 12, NPY Y2 blocker 23*, GALR2 blocker -4, BB579 growth dn -23, MRP1 act -4.5 and Measles CPE 9.
O=C(Cc1c(F)cccc1Cl)Nc1ccncc1 was read as Yeast life ext -1, bCat KO growth 80, E-sel TNF inh -4, HCT116 PTEN-null 81, NPY Y2 blocker -1, GALR2 blocker 0, BB579 growth dn -50, MRP1 act -0.5 and Phagocyt inh -1.
Screening Cc1ccc2c(c1)c1c3n2CCN(C(=O)CN2CCN(C)CC2)C3CCC1 (centres undefined) returned Yeast life ext -18, bCat KO growth 1.0*, HCT116 PTEN-null 0.8*, NPY Y2 blocker 1, GALR2 blocker -8, BB579 growth dn 7, MRP1 act -5.9, Measles CPE 11 and Phagocyt inh -2.
CC(C)(C)C1CCc2onc(C(=O)NC3CCCC3)c2C1 (centres undefined) was read as Yeast life ext -13, bCat KO growth 86, HCT116 PTEN-null 81, NPY Y2 blocker 0, GALR2 blocker -3, BB579 growth dn -22, MRP1 act -1.6, Measles CPE 9 and Phagocyt inh 0.
O=C(CNC(=O)C1CCCCC1)NCCCO was read as Yeast life ext -4, bCat KO growth 102, E-sel TNF inh 10, HCT116 PTEN-null 104, NPY Y2 blocker -1, GALR2 blocker 3, BB579 growth dn -16, MRP1 act -0.1, Measles CPE 10 and Phagocyt inh 0.
For CCC(C)n1ncn(-c2ccc(N3CCN(c4ccc(O)cc4)CC3)cc2)c1=O (centres undefined) the results were Yeast life ext -1, bCat KO growth 77, HCT116 PTEN-null 70, NPY Y2 blocker 1, GALR2 blocker 0, BB579 growth dn -28, MRP1 act -1.2, Measles CPE 4 and Phagocyt inh -1.
Screening CC(=O)Nc1ccc(S(=O)(=O)N(C)CC(=O)OCC(=O)N2CCc3ccccc32)cc1 returned Yeast life ext -11, bCat KO growth 100, E-sel TNF inh 8, HCT116 PTEN-null 107, NPY Y2 blocker 1, GALR2 blocker 4, BB579 growth dn -38, MRP1 act -0.5, Measles CPE 15 and Phagocyt inh 1.
CCOc1ccc(N2C(=O)CC(Sc3nc(C)cc(C)c3C#N)C2=O)cc1 (centres undefined) was read as Yeast life ext -2, bCat KO growth 91, E-sel TNF inh 52, HCT116 PTEN-null 107, NPY Y2 blocker 1, GALR2 blocker 0, BB579 growth dn -70, MRP1 act -1.9, Measles CPE 4 and Phagocyt inh 0.
`COc1ccc(C2(CNC(=O)/C=C/c3ccco3)CCCC2)cc1OC` gave Yeast life ext 8, bCat KO growth 89, E-sel TNF inh -34, HCT116 PTEN-null 80, NPY Y2 blocker -1, GALR2 blocker -23, BB579 growth dn -39, MRP1 act -1.9 and Measles CPE 12.
Screening COc1cc2c(cc1OC)CN(C(=O)CSc1nc(C)cc(C)c1C#N)CC2 returned bCat KO growth 71, E-sel TNF inh 13, HCT116 PTEN-null 72, NPY Y2 blocker 6, GALR2 blocker 5, BB579 growth dn -32, MRP1 act 0.6 and Measles CPE 2.
`O=C(NCCN1CCOCC1)c1cc2c(=O)n3ccccc3nc2n1Cc1ccccc1` gave Yeast life ext -20, bCat KO growth 108, E-sel TNF inh -31, HCT116 PTEN-null 102, NPY Y2 blocker 2, GALR2 blocker 9, BB579 growth dn -14, MRP1 act -3.5, Measles CPE 7 and Phagocyt inh 0.
O=C(CCN1C(=O)c2ccccc2C1=O)NCCN1CCOCC1 was read as Yeast life ext -5, bCat KO growth 102, E-sel TNF inh -7, HCT116 PTEN-null 102, NPY Y2 blocker 3, GALR2 blocker -1, BB579 growth dn 2, MRP1 act 0.4, Measles CPE 31 and Phagocyt inh 0.
For Cc1ccc(-c2nnc(SCC(=O)CC(=O)Nc3ccccc3)n2-c2ccccc2)cc1 the results were Yeast life ext -4, bCat KO growth 97, E-sel TNF inh -66, HCT116 PTEN-null 92, NPY Y2 blocker 2, GALR2 blocker -1, BB579 growth dn -36, MRP1 act -2.4 and Measles CPE 2.
For CCC(C)[C@H](NC(=O)NCc1cccc(OC)c1)C(=O)OC (some centres undefined) the results were Yeast life ext -5, bCat KO growth 95, E-sel TNF inh 9, HCT116 PTEN-null 96, NPY Y2 blocker 0, GALR2 blocker 4, BB579 growth dn 3, MRP1 act -0.6, Measles CPE 10 and Phagocyt inh 0.
Screening Cc1ccc(C(=O)CSC2=C(C#N)C(c3ccco3)CC(=O)N2)c(C)c1 (centres undefined) returned Yeast life ext -23, bCat KO growth 84, E-sel TNF inh -9, HCT116 PTEN-null 70, NPY Y2 blocker 4, GALR2 blocker -3, BB579 growth dn -15, MRP1 act -3.0, Measles CPE 3 and Phagocyt inh 1.
For O=C(/C=C/c1ccccc1Cl)Nc1ccncc1 the results were Yeast life ext -7, bCat KO growth 58, E-sel TNF inh 4, HCT116 PTEN-null 77, NPY Y2 blocker 9, GALR2 blocker 1, BB579 growth dn -16, MRP1 act -5.6 and Measles CPE 4.
CCS(=O)(=O)N1Cc2ccccc2CC1C(=O)NC(C)C12CC3CC(CC(C3)C1)C2 (centres undefined) was read as Yeast life ext -10, bCat KO growth 39, E-sel TNF inh 15, HCT116 PTEN-null 56, NPY Y2 blocker 19*, GALR2 blocker -4, BB579 growth dn -21, MRP1 act -0.9, Measles CPE 2 and Phagocyt inh 3.
Screening CCOC(=O)c1c(-c2ccccc2)oc2ccc(O)c(CN3CCCC3)c12 returned Yeast life ext -6, bCat KO growth 17, E-sel TNF inh 6, HCT116 PTEN-null 15, NPY Y2 blocker 23*, GALR2 blocker 7, BB579 growth dn -21, MRP1 act -5.6, Measles CPE 10 and Phagocyt inh 1.
`O=C(c1ccccc1)N1CCCc2ccccc21` gave bCat KO growth 96, E-sel TNF inh -14, HCT116 PTEN-null 90, NPY Y2 blocker 3, GALR2 blocker 13, BB579 growth dn -19, MRP1 act -0.4 and Measles CPE 6.
Cc1ccccc1C(=O)NNC(=S)NC(=O)c1ccc(Cl)cc1Cl was read as Yeast life ext 19, bCat KO growth 64, E-sel TNF inh -8, HCT116 PTEN-null 70, NPY Y2 blocker 1, GALR2 blocker -6, BB579 growth dn -50, MRP1 act -4.4, Measles CPE 6 and Phagocyt inh 0.
For O=C(c1ccc(N2CCOCC2)cc1)c1cccs1 the results were Yeast life ext -9, bCat KO growth 81, HCT116 PTEN-null 74, NPY Y2 blocker 5, GALR2 blocker -5, BB579 growth dn -28, MRP1 act -2.7, Measles CPE 26 and Phagocyt inh 0.
For O=C(O)c1cc(-c2cccc(Cl)c2)nc2nc(N3CCCCC3)sc12 the results were Yeast life ext 1, bCat KO growth 90, HCT116 PTEN-null 97, NPY Y2 blocker 3, GALR2 blocker 7, BB579 growth dn 8, MRP1 act -2.0 and Measles CPE 25.
`COc1ccccc1/C=c1\sc2nc(-c3ccco3)nn2c1=O` gave Yeast life ext -3, bCat KO growth 92, HCT116 PTEN-null 109, NPY Y2 blocker 0, GALR2 blocker 10, BB579 growth dn -1, MRP1 act -1.6, Measles CPE 6 and Phagocyt inh -1.
`Cc1cc(S(=O)(=O)N(Cc2cccs2)Cc2ccccc2F)ccc1-n1cnnn1` gave Yeast life ext 15, bCat KO growth 71, HCT116 PTEN-null 86, NPY Y2 blocker 1, GALR2 blocker 12, BB579 growth dn -42, MRP1 act -2.2, Measles CPE 11 and Phagocyt inh -6.
`CCOC(=O)c1c(C)nc(C)c(C(=O)OCC)c1-c1ccccc1` gave Yeast life ext 7, bCat KO growth 82, E-sel TNF inh -22, HCT116 PTEN-null 80, NPY Y2 blocker 8, GALR2 blocker 2, BB579 growth dn -12, MRP1 act -2.0 and Measles CPE -1.
`CC(NC(=O)CN(c1cccc(C(F)(F)F)c1)S(=O)(=O)c1ccc(Cl)c([N+](=O)[O-])c1)c1ccccc1` (centres undefined) gave Yeast life ext 6, bCat KO growth 5.8*, E-sel TNF inh 12, HCT116 PTEN-null 20, NPY Y2 blocker -2, GALR2 blocker 1, BB579 growth dn -37, MRP1 act -3.2, Measles CPE 13 and Phagocyt inh -7.
For CCCc1c(O)nc(SCCN(CC)CC)n(C(=O)c2ccccc2)c1=O the results were Yeast life ext -11, bCat KO growth 100, E-sel TNF inh -12, HCT116 PTEN-null 100, NPY Y2 blocker 9, GALR2 blocker 15, BB579 growth dn -58, MRP1 act -0.9, Measles CPE 8 and Phagocyt inh -2.
